Bioassay records from PubChem.
Lipid droplet = inhibitors of hepatocyte lipid droplet formation, primary screen, imaging, high-throughput imaging, BODIPY stain. AML12 mouse hepatocytes, oleate lipid droplets. inhibition, % at 6.5 µM. actives 0.4% (n = 240,000);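 active = lipid droplet intensity inhibited by at least 50%, with more than 500 cells counted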
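Assay system: AML12 mouse liver cells | Compound dosing: One dose, 6.5 µM compound | Read-out basis: Droplet intensity reduction, % inhibition | Measured by: Fluorescence imaging, 20x objective, two fields per well | Schedule: Overnight treatment with compound plus oleate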
Lipid droplet cells 6.5 µM = also measured in Lipid droplet; calls as there; cell count; measured here: cell count, cytotoxicity flag;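 cells counted across two imaged fields per well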
An asterisk follows results filed as active.

Start of the listing, in advance, 4 compounds:
SMILES	Lipid droplet	Lipid droplet cells 6.5 µM
CC(=O)c1cc2c(cc1N(C(=O)c1ccco1)C(C(=O)NC1CCCC1)c1ccccc1F)OCO2 (configuration not stated)	-7	732
O=C(Nc1nc2cc3c(cc2s1)OCCO3)c1ccco1	9	700
COc1cccc(CN2CCC(n3nccc3NC(=O)C3CC3)CC2)c1	3	741
O=C(CCS(=O)(=O)c1ccc(Br)cc1)Nc1ccccc1Cl	12	833

Results (from the top)
SMILES	Lipid droplet	Lipid droplet cells 6.5 µM
CC(=O)c1cc2c(cc1N(C(=O)c1ccco1)C(C(=O)NC1CCCC1)c1ccccc1F)OCO2 (configuration not stated)	-7	732
O=C(Nc1nc2cc3c(cc2s1)OCCO3)c1ccco1	9	700
COc1cccc(CN2CCC(n3nccc3NC(=O)C3CC3)CC2)c1	3	741
O=C(CCS(=O)(=O)c1ccc(Br)cc1)Nc1ccccc1Cl	12	833
COc1cc2c(cc1OC)CN(C(=O)c1ccc(-c3ccccc3)cc1)CC2	-7	859
Cc1ccc(C)c(N2CCN(CCCNC(=O)Cn3c(=O)c4cccn4c4cccnc43)CC2)c1	-18	740
O=C(O)c1ccccc1NC(c1ccccc1)c1ccc(Cl)cc1 (configuration not stated)	-4	827
O=C(Nc1ccc(F)cc1)NC1CCCCCCC1	2	845
COc1ccc(Cc2nc3ccc(C(=O)NC(C)c4cn(C)nc4C)cc3o2)cc1 (configuration not stated)	9	736
CC1Cc2ccccc2N1C(=O)c1ccc2nccnc2c1 (configuration not stated)	-43	617
CCOC(=O)c1oc2ccccc2c1COC(=O)CNC(=O)c1cccc(C)c1	3	693
CC(NC(=O)COC(=O)c1cc([N+](=O)[O-])ccc1N1CCOCC1)c1ccccc1 (configuration not stated)	-11	654
CC(=O)Nc1nnc(SCC(=O)N2C(C)CCCC2C)s1 (configuration not stated)	15	782
CCN(CCCNC(=O)Cn1ncc2c([nH]c3ccc(C)cc32)c1=O)Cc1ccccc1	-1	676
Cc1ccc(CCNCc2c(C(=O)O)c(C)n(-c3ccccc3)c2C)cc1	8	792
CCCNC(=O)c1ccc(N2CCC3(CC2)CC(c2ccc(Cl)cc2)=NO3)c([N+](=O)[O-])c1	-14	834
Cc1cc(C)c2c(N)c(C(=O)Nc3ccccc3Br)sc2n1	3	817
COc1cc(NS(=O)(=O)c2c(C(=O)N3CCOCC3)c(C)n(C)c2C)cc(OC)c1OC	22	725
CCCCCn1c(=O)[nH]c2cc(C(=O)N3CCN(c4ccc(C(C)=O)cc4)CC3)ccc2c1=O	-2	826
Cc1ccc(C)c(NC(=O)N2CCc3ccccc3C2)c1	-3	861
Nn1cnc2scc(-c3ccco3)c2c1=O	15	739
CCc1c(C(=O)N/N=C/c2cccs2)nnn1-c1nonc1N	-1	813
Cc1cccc(OCC(O)CN2CCc3ccccc3C2)c1 (configuration not stated)	-9	596
Cc1ccc(C(=O)N/C(=C/c2ccc(N(C)C)cc2)C(=O)NCC2CCCO2)cc1 (configuration not stated)	-6	756
COc1ccc(N2CCN(C(=O)c3ccc(CNS(=O)(=O)c4ccc(C)cc4)cc3)CC2)cc1	5	733
Cc1ccc(C(=O)Nc2nccs2)s1	-3	707
CCn1c(=O)n(CC)c2cc(N3CCCC3)c(NC(=O)c3ccc(C)cc3)cc21	4	671
CCN(CC)CCCNC(=O)c1cn(CC)c2cc(N3CCN(C(=O)c4ccco4)CC3)c(F)cc2c1=O	-12	718
COc1ccc(CNCc2cc(C)c(OC)cc2C)c(OC)c1	-6	772
COc1ccc(CCNC(=O)COC(=O)COc2c(C)cc(C)cc2C)cc1OC	-2	778
Cc1cc(C)n(CC(=O)Nc2ccc(N3CCOCC3)c(Cl)c2)c(=O)c1C#N	8	697
O=c1[nH]c(/C=C\c2ccccc2F)nc(O)c1[N+](=O)[O-]	-6	762
COc1cccc(/C=N\NC(=O)c2ccc(C)nc2)c1	-4	841
CC(C)c1ccc(NC(=O)[C@@H](C)NC(=O)[C@@H]2Cc3ccccc3CN2)cc1	5	679
CCOc1ccccc1C(=O)NCCc1cnc[nH]1	3	809
Cc1c(CC(=O)O)c(=O)oc2c(C)c(OCc3ccccc3Br)ccc12	2	410

Filtered by structure, the compounds so far with two or more sulfur atoms.
SMILES	Lipid droplet	Lipid droplet cells 6.5 µM
CC(=O)Nc1nnc(SCC(=O)N2C(C)CCCC2C)s1 (configuration not stated)	15	782
Cc1ccc(C(=O)Nc2nccs2)s1	-3	707

Record cards, as listed above. Values in the order: Lipid droplet, Lipid droplet cells 6.5 µM
`Cc1ccc(C(=O)Nc2nccs2)s1` is listed as -3, 707
`Cc1cc(C)n(CC(=O)Nc2ccc(N3CCOCC3)c(Cl)c2)c(=O)c1C#N` is listed as 8, 697
`COc1ccc(CCNC(=O)COC(=O)COc2c(C)cc(C)cc2C)cc1OC` is listed as -2, 778
`CC(C)c1ccc(NC(=O)[C@@H](C)NC(=O)[C@@H]2Cc3ccccc3CN2)cc1` is listed as 5, 679
`COc1ccc(N2CCN(C(=O)c3ccc(CNS(=O)(=O)c4ccc(C)cc4)cc3)CC2)cc1` is listed as 5, 733

Next structures follow:
SMILES	Lipid droplet	Lipid droplet cells 6.5 µM
Cc1ccc(NS(=O)(=O)c2c(C)nc3sccn3c2=O)cc1C	3	714
Cn1c(CCN2CCCCC2)nc2cc(NC(=O)COc3ccccc3)ccc21	14	756
CCn1cc(C(=O)NCCCN2CCC(C)CC2)c(=O)c2cc(S(=O)(=O)N3CCOCC3)ccc21	-22	703
COc1cc2c(cc1OC)[C@H](C)N(C(=O)CSc1nc(O)c(C(C)C)c(=O)[nH]1)CC2	1	795
CCc1ccc(NC(=O)C(=O)NNC(=O)c2cccc(OC)c2)cc1	2	740
CC1CCN(C(=O)CN2C(=O)COc3ccc(Cl)cc32)CC1	39	732
COc1ccccc1/C=C/c1nc(C#N)c(N(C)C)o1	6	825
COc1cc(N)ccc1-c1cc2ccccc2oc1=O	4	809
CC(NC(=O)CN(C)Cc1cccc(F)c1)c1ccccc1 (configuration not stated)	-31	792
O=C(CCc1c[nH]c2ccccc12)N[C@@H](Cc1c[nH]c2ccc(O)cc12)C(=O)O	-1	846
COc1cc(NC(=S)N2CCN(S(=O)(=O)c3ccc(F)cc3)CC2)cc(OC)c1	-10	776
CCN1CCN(C(=O)c2ccc3c(Cl)c4c(nc3c2)CCCC4)CC1	-13	710
COc1ccc(S(=O)(=O)N2CCCC(C(=O)N3CCN(c4ccccc4)CC3)C2)cc1Cl (configuration not stated)	-8	677
O=[N+]([O-])c1cccc(S(=O)(=O)N2CCN(S(=O)(=O)N3CCCCCC3)CC2)c1	3	796
COc1ccc(Br)cc1/C=N/n1nnnc1N	6	854
O=C(c1ccncc1)N1N=C(c2ccc(Br)cc2)CC1c1ccccc1O (configuration not stated)	-5	717
COc1ccc(OC)c(NC(=O)CN(C)CC(=O)Nc2ccccc2Cl)c1	-6	820
COc1ccc2[nH]cc(C(=O)NCCc3ccccc3)c(=O)c2c1	0	819
CN(C)c1cccc(C(=O)OCC(=O)NC2CCCC2)c1	-9	825
Cc1cc(NC(=O)COC(=O)C2CC(=O)N(c3ccccc3Cl)C2)no1 (configuration not stated)	-6	812
COc1cccc(C(=O)Nc2cc(NC(=O)c3cccs3)ccc2C)c1OC	-2	840
CN(C)S(=O)(=O)N1CCC(Oc2cccc(C(=O)NC3CCCCC3)c2)CC1	-4	674
CCOC(=O)c1ccc(NC(=O)c2cc(S(=O)(=O)N3CCOCC3)cn2C)cc1	-2	785
CCc1ccc(OCc2ccc(C(=O)OC)o2)cc1	-5	790
O=C(Nc1ccc(Cl)cc1)c1ccc2ncsc2c1	-4	842
O=C(c1ccc(F)cc1Cl)N1CCN(CCc2ccccc2)CC1	-2	784
COc1ccc(Cc2c(O)nc(SCC(C)C)[nH]c2=O)cc1	-1	809
Cc1ccc2c(C)c(C(=O)Nc3ccc(S(=O)(=O)Nc4onc(C)c4C)cc3)oc2c1	9	834
Cn1c(=O)oc2cc(S(=O)(=O)NCCC(=O)NCc3ccc(F)cc3)ccc21	-1	691
COC(=O)c1ccc2[nH]c3c(c2c1)CC(C)CC3 (configuration not stated)	2	830
Cc1ccc(-c2nc(CS(=O)(=O)CC(=O)N3CCN(C)CC3)c(C)o2)cc1	-9	740
COc1ccc(F)cc1CSc1nnnn1-c1ccc(O)cc1	-15	794
Cc1cc(=O)n(Cc2ccccc2)c(O)c1C#N	-13	819
O=C(Nc1ccc2c(c1)CCCN2C(=O)c1ccccc1)c1ccccc1Br	-2	729
CCC(C)(C)NC(=O)C(c1ccc(OC)cc1)N(C(=O)CCC(=O)Nc1cc(C)on1)c1ccc2c(c1)OCO2 (configuration not stated)	-14	760
CC(=O)Nc1ccc(S(=O)(=O)Nc2ccc(S(=O)(=O)Nc3nccs3)cc2)cc1	7	799
CCc1ccc(CNC(=O)C2CC(=O)N(C3CCCC3)C2)cc1 (configuration not stated)	-10	735
O=C(CSc1ccccn1)N1CCCC(Nc2ccccc2)C1 (configuration not stated)	-1	712
O=C(O)CN1C(=O)/C(=C\c2ccccc2OCc2ccc(Cl)cc2)SC1=S	7	868
Nc1ccc(-c2ncc(-c3ccccc3)o2)cc1	-2	820
COc1ccc2oc(C(=O)N3CCc4ccccc43)c(C)c2c1	-2	699
COc1cc(CNCc2ccc(C)cc2)cc(OC)c1OC	-4	796
Cn1cccc1-c1nc2ccc([N+](=O)[O-])cc2[nH]1	39	739
CC(=C\c1ccccc1)/C=C1/SC(=S)N(CCC(=O)O)C1=O	-1	866
CCn1cc(/C=C(\NC(=O)c2ccc(OC)c(OC)c2)C(=O)N2CCOCC2)c2ccccc21	-3	667
CCOC(=O)C1(CCOc2ccccc2)CCN(Cc2ccc(F)c(OC)c2)CC1	-12	811
Cc1ccc(CCN2CC(C(=O)NCCCN3CCCCC3)CC2=O)cc1 (configuration not stated)	-13	714
CNC(=O)C(C#N)(Cc1cc(C(C)=O)ccc1OC)Cc1cc(C(C)=O)ccc1OC	-3	850
N[C@@H](Cc1ccccc1)C(=O)N1CCC(C(=O)N[C@@H](Cc2c[nH]c3ccccc23)C(=O)O)CC1	-5	773
CCOc1cc(/C=C2\C(=N)N3N=C(C)SC3=NC2=O)ccc1OCCOc1ccccc1	-1	817
O=C(CCCc1c[nH]c2ccccc12)NCCc1c[nH]c2ccccc12	35	785
CCc1nc2nc(C)c(NS(=O)(=O)c3ccc(C4CCCCC4)cc3)c(=O)n2[nH]1	-2	828
c1ccc(Nc2nc(NCCN3CCOCC3)nc(Nc3ccccc3)n2)cc1	22	606
COC1CCN(C(=O)c2ccc3oc(C(C)C)nc3c2)CC1	16	707
Cc1ccc(Cn2nnc3c(=O)[nH]c(C4CCN(S(=O)(=O)c5ccc(S(=O)(=O)NC6CC6)cc5)CC4)nc32)cc1	9	579
COC(=O)C1=CN(Cc2ccc(F)cc2)C=C(C(=O)OC)C1c1ccc(O)c(OC)c1	-22	825
COc1cccc(C(=O)Nc2cc(OC)ccc2NC(=O)c2ccco2)c1	35	717
O=C(Nc1ccccc1C(F)(F)F)c1cnccn1	2	799
Cc1ccc(N2C(=O)NC(NS(=O)(=O)c3ccc(C)cc3)(C(F)(F)F)C2=O)cc1 (configuration not stated)	5	784
CCCCc1cc(=O)oc2cc(OCC(=O)N3CCOCC3)ccc12	8	781

Of the compounds above, two have a CF3 group:
SMILES	Lipid droplet	Lipid droplet cells 6.5 µM
O=C(Nc1ccccc1C(F)(F)F)c1cnccn1	2	799
Cc1ccc(N2C(=O)NC(NS(=O)(=O)c3ccc(C)cc3)(C(F)(F)F)C2=O)cc1 (configuration not stated)	5	784

Going on with the list.
SMILES	Lipid droplet	Lipid droplet cells 6.5 µM
O=C(CN1CCN(c2ccccc2F)CC1)c1ccc(O)c(O)c1	-1	856
O=C1CN(S(=O)(=O)c2cccc(C(=O)O)c2)c2ccccc2N1	-15	720
COCCNC(=S)N(CCc1c(C)[nH]c2ccc(F)cc12)Cc1ccc(C)cc1	-17	783
O=C(NCCCN1CCCC1=O)c1cc2nc(-c3ccco3)cc(C(F)(F)F)n2n1	-5	732
C=CCOc1ccc(C(=O)n2cc(C(=O)OC)c3ccccc32)cc1	3	803
CC(CN1CCCCC1)OC(=O)c1ccc2c(c1)OCCO2 (configuration not stated)	-61	797
Cc1ccc(NC(=O)c2cc(=O)[nH]c3ccccc23)cc1	9	860
COc1ccc(S(=O)(=O)N2CCC(C(=O)N[C@@H](C)C(=O)NC3CC3)CC2)cc1	-2	675
Cc1[nH]c(=O)c(C#N)c(C)c1CCC(=O)N(C)CC(=O)Nc1ccc(Cl)c(Cl)c1	0	824
C/C(=N\Nc1nc(C)cc(-c2ccccc2)n1)c1ccc(F)cc1	-18	738
O=S(=O)(NCc1ccccn1)c1cc(Cl)ccc1Cl	4	847
O=S(=O)(c1ccc(-c2ccccc2)cc1)N1CCCCC1	-4	786
Cc1ccc(C(=O)Cn2c(C(=O)O)cc3ccccc32)cc1	20	855
COc1ccc(-c2csc(N(CCCN3CCOCC3)C(=O)CCl)n2)cc1	-5	769
Cc1ccc(OCC(O)CN2CCc3ccccc3C2)c(C)c1 (configuration not stated)	6	668
COc1ccc2c(c1)O/C(=C\c1ccccc1C)C2=O	-2	808
Cc1nn(Cc2ccc(C(=O)N/N=C/c3ccncc3)o2)c(C)c1Cl	-4	884
CCc1cccc(NC(=O)C2CCCN(S(=O)(=O)c3ccc4[nH]c(=O)ccc4c3)C2)c1 (configuration not stated)	8	720
CCOc1ccc(S(=O)(=O)N2CCN(C(=O)c3cccnc3)CC2)cc1	-6	775
Brc1cccc(OCCN2CCc3ccccc3C2)c1	-5	800
CCOc1ccccc1NC(=O)CCCc1ccc(OC)c(C)c1	-10	865
Nc1ccccc1NC(=O)NC(=O)c1ccccc1	4	831
Cc1ccc(C)c(NC(=O)c2cc3ccccc3o2)c1	14	875

These rows are one share of the data (hit frequency here may not be typical).
